Nrf2 block – blocks Nrf2 signaling; A549 ARE-Fluc reporter, luciferase luminescence, 18-24 h; Potency, µM (titrated, usually from 46 µM), without a hit: at the top dose activity change, negative = inhibition, actives largely listed as inhibitors; 2.1% of 360,000 active; AID 504444; also: potency is read from the fitted curve at half-maximal effect; % is scaled to controls: 0 for no effect and ±100 for the full control effect; nearly all actives have a fitted effect of over 60% in size
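Nrf2 function is reported as luminescence of an ARE-controlled luciferase in A549 cells. Compounds were tested at several concentrations, and a CellTiter-Fluor read on the same wells flagged cytotoxicity.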
A549 viability – A549 cytotoxicity, counter-screen for Nrf2 inhibitors; AID 504648; A549 ARE-Fluc cells, CellTiter-Fluor viability, 18-24 h; 0.16% of 390,000 active; Potency, µM (doses to about 46 µM), without a hit: top-dose activity change, negative = cytotoxicity, most hits filed as inhibitors; also: potency is read from the fitted curve at half-maximal effect; % is scaled to controls: 0 for no effect and ±100 for the full control effect
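Cytotoxicity counterscreen: CellTiter-Fluor fluorescence was measured in A549 ARE_Fluc cells after 18-24 h of compound exposure in a concentration series. The subsequent BugLite luminescent read reports ARE-luciferase activity.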
TGFb SMAD3 inh – TGF-b pathway inhibition; 1.2% of 410,000 active; Potency, µM (series often up to 46.1 µM), inactives show top-dose activity, negative = inhibition, hits mostly inhibitors; HepG2 CAGA-GFP TGF-b/SMAD3 reporter, GFP fluorescence, 18 h; TGF-beta stimulated, 500 pg/mL final; also: potency is read from the fitted curve at half-maximal effect; % is scaled to controls: 0 for no effect and ±100 for the full control effect; nearly all actives have a fitted effect of over 65% in size
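First, reporter cells (HEPG2 CAGA-GFP) rested 2 h at 37 degrees C. Next, compounds were pinned in and TGF-beta added to 500 pg/mL final. After 18 h, GFP was imaged per cell and summed per well.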
pAkt inh – Akt phosphorylation inhibition; Neuro2A IGF-stimulated pAkt S473 HTRF, 20 min; stronger effect = lower value; activity change, % for hits at 50 µM; 0.32% of 360,000 active; in the data active = activity change below about -80%; inconclusive = mostly about -51% to -80%; also: % is scaled to controls: 0 for no effect and ±100 for the full control effect
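Single-point screen (50 µM final compound) in Neuro2A cells stimulated 20 min with 6 nM IGF at 37 deg C. After lysis, Ser473-phosphorylated Akt read by HTRF (ex 330 nm, em 615/665 nm) as the 665/615 ratio.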
CCT modulator – changes cytosolic chaperonin activity; activity change, % (test concentration not listed), hits read low; purified chaperonin ATPase assay, HTRF ADP detection, 30 min; 0.3% of 360,000 active; in the data active = activity change below about -30%; also: % is scaled to controls: 0 for no effect and ±100 for the full control effect
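We incubate TRiC, 40 or 20 nM final, with library compounds at 76 uM and 10 uM ATP for 30 min at 37 °C. ADP formed is detected with Transcreener HTRF reagents after 30 min at room temperature.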
Nrf2 activator – activates Nrf2 signaling | 0.31% of 410,000 active | Potency, µM (doses to about 46.1 µM), inactives show at the top dose activation, hits mostly activators | AREc32 ARE-luciferase reporter (MCF7-derived line), luminescence, 24 h; also: potency is read from the fitted curve at half-maximal effect; % of control where 0% means no effect; nearly all actives have a fitted effect of over 65% in size
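Steps: seed AREc32_Fluc cells (1000/well, 5% FBS OPTI-MEM); incubate overnight at 37 deg C; add 23 nL compound; incubate 24 hr; add Steady-Glo; hold 30 min RT; read luminescence.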
Mm-Cpn inhibitor – M. maripaludis TRiC chaperonin inhibition | Potency, µM (top dose mostly 76.9 µM), without a hit: at the highest dose activity, negative = inhibition, actives largely listed as inhibitors | 0.031% of 330,000 active | purified Mm-Cpn ATPase, ADP Transcreener TR-FRET | AID 504842; also: potency is read from the fitted curve at half-maximal effect; % is scaled to controls: 0 for no effect and ±100 for the full control effect; nearly all actives have a fitted effect of over 80% in size
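Reaction buffer contained 30 mM Tris pH 7.4, 100 mM KCl, 5 mM MgCl2 and 1 mM DTT. Mm-CPN (25 nM final) hydrolysed 10 uM ATP over 30 min at 37°C; ADP was read by HTRF.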
HepG2 tox – HepG2 cytotoxicity, counter-screen for TGF-b inhibitors; HepG2 CAGA-GFP viability, ATP luminescence, 18 h; Potency, µM (top dose mostly 46.1 µM), for the others: top-dose activity change, negative = cytotoxicity, hits mostly cytotoxic; 0.76% of 410,000 active; AID 588856; also: potency is read from the fitted curve at half-maximal effect; some results filed as inactive show a strong effect at the top dose
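CellTiter-Glo luminescence gave cytotoxicity after 18 hours at 37 degrees C. The cells were HepG2 CAGA-GFP in 1% FBS DMEM, stimulated with 500 pg/mL TGF-beta after compound addition. %Activity was normalised to no-cell wells (complete cell-killing) and DMSO (no toxicity), and curves were fitted and classified.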
Abeta yeast res – compounds reversing amyloid beta toxicity in yeast | Potency, µM (series often up to 46.1 µM), without a hit: at the top dose growth rescue, usual class: activators | yeast expressing A-beta42, growth rescue, OD600, 48 h; response scale: 0% DMSO, 100% iron-clioquinol control | AID 1347071 | 0.063% of 410,000 active; also: potency is read from the fitted curve at half-maximal effect; nearly all actives have a fitted effect of over 55% in size
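Yeast A-beta toxicity model in growth medium with pinned compounds, 48 h at 30 C; growth read as absorbance at 600 nm. Normalized to FeCl3/clioquinol equimolar mix (positive) and DMSO (negative).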
Starred values were filed as active, the others as inactive; i = inactive; ? = inconclusive; · = no result given; & = joins results of further samples; [ ] = remark or other dose. Unless noted, calls follow the shape of the dose curve; as a rule, active = well fitted curve in the direction sought with a large enough effect; inconclusive = small, poorly fitted or top-dose-only effect, or another doubt; inactive = no such curve, though single readings can be large; an effect the other way counts as inactive or inconclusive.

A first look (2 entries):
Values in the order: Nrf2 block, A549 viability, TGFb SMAD3 inh, pAkt inh, CCT modulator, Nrf2 activator, Mm-Cpn inhibitor, HepG2 tox, Abeta yeast res
CCOC(=O)c1c(C)nc2sccn12
→ -12.7%, -19.1%, -6.0%, i, 1.4, -0.1%, 1.0%, 1.7%, -4.6%
Cc1cc(NC(=O)c2ccc(Cl)cc2)no1
→ 2.1%, -14.1%, -1.8%, ·, 0.5, 1.8%, 1.4%, 2.9%, 10.0%

The whole of this part, repeating the preview:
Values in the order: Nrf2 block, A549 viability, TGFb SMAD3 inh, pAkt inh, CCT modulator, Nrf2 activator, Mm-Cpn inhibitor, HepG2 tox, Abeta yeast res
CCOC(=O)c1c(C)nc2sccn12
→ -12.7%, -19.1%, -6.0%, i, 1.4, -0.1%, 1.0%, 1.7%, -4.6%
Cc1cc(NC(=O)c2ccc(Cl)cc2)no1
→ 2.1%, -14.1%, -1.8%, ·, 0.5, 1.8%, 1.4%, 2.9%, 10.0%
CC(C)(C)C1CCc2sc(-c3nnc(CCl)o3)cc2C1 (stereo not given)
→ 10.5%, 8.1%, 17.3%, i, -2.1, 5.9%, -1.6%, -16.4%, -4.0%
O=C(CCN1CCN(c2ccccc2)CC1)Nc1nccs1
→ 1.2%, -6.3%, -3.8%, i, 0.3, 8.6%, -0.3%, -14.5%, 9.3%
O=C(C1CCCCC1)N(Cc1cccnc1)c1nc2c(F)cc(F)cc2s1
→ ·, 0.0%, 22.4µM*, ·, ·, -0.9%, ·, -35.8%, -75.5%[inhibitor]
Cc1ccc(-c2c3c(=O)n(C)c(=O)n(C)c3c3cnc4ccccc4n23)cc1
→ -12.9%, 8.8%, 9.0%, ·, ·, 3.5%, ·, 1.4%, -3.1%
Cc1ccc(C(=O)N2CCC3(CC2)Oc2ccc(F)cc2C(=O)C32CC(c3ccccc3)=NO2)s1 (stereo not given)
→ -22.0%, -4.6%, -1.4%, i, -2.5, -1.4%, -0.2%, -16.0%, 8.4%
CCN(CC)S(=O)(=O)c1ccc(S(=O)(=O)NCc2cccs2)cc1
→ -3.5%, 6.3%, -24.9%, i, -5.2, -0.8%, 2.9%, -7.3%, -11.6%
O=C(NCc1ccc(F)cc1)c1noc2c1CCCC2
→ ·, 22.2%, 1.7%, i, -5.6, 0.4%, 2.2%, -2.0%, -5.2%
CCC(C)(C)NC(=O)CN(C(=O)c1snc(C(N)=O)c1N)c1ccc2c(c1)OCO2
→ -32.0%, -4.1%, 1.2%, i, -0.8, -0.7%, 1.2%, 9.8%, 25.7%
CC(C)CCNC(=O)C(CC(C)C)N(Cc1ccc2c(c1)OCO2)C(=O)c1snc(C(N)=O)c1N (stereo not given)
→ ?, -16.5%, 29.1%, i, -3.4, 7.0%, -2.7%, -4.5%, 1.0%
O=C(CC1SC(=Nc2ccccc2)N(CCc2c[nH]c3ccccc23)C1=O)Nc1ccccc1F (stereo not given)
→ ?, -17.4%, ?, i, -2.8, 3.0%, -6.3%, -24.4%, -4.7%
Cc1ccc(NS(=O)(=O)c2ccc(NC(=O)C3CC3)cc2)c(C)c1
→ ?, -0.7%, ?, i, 0.8, -1.0%, -1.8%, -1.2%, 4.4%
Fc1ccc(-n2c(Cc3ccccc3)nnc2SCc2nc(-c3ccc(Cl)cc3)no2)cc1
→ ?, -17.4%, ?, i, 1.8, 3.5%, -0.3%, -29.4%, 13.6%
O=C(NCCc1ccccn1)C1CC(=O)N(Cc2ccccc2Cl)C1 (stereo not given)
→ 1.6%, -6.3%, 2.4%, i, -3.7, 0.2%, 0.6%, 4.2%, 1.7%
Cc1ccc(S(=O)(=O)CCc2nc3ccccc3n2CCC#N)cc1
→ -19.1%, -2.3%, -3.7%, i, 1.5, 2.8%, -26.4%, -0.2%, -2.0%
CCOC(=O)CNC(=O)c1ccccc1
→ 28.0%, 8.8%, -8.6%, i, -1.4, -0.3%, -0.9%, -26.6%, ?
CC(=O)Nc1nc2n(n1)C(c1ccc(F)cc1)C=C(c1ccc(Cl)cc1)N2 (stereo not given)
→ 2.9%, 12.1%, -7.6%, ·, ·, -0.5%, ·, -38.8%, -3.0%
CCCC(C(=O)NC1CCCC1)N(C(=O)c1snc(C(N)=O)c1N)c1ccc(F)cc1 (stereo not given)
→ ?, -24.7%, 20.2%, i, -2.3, -0.9%, 0.3%, 3.5%, -17.7%
COC(=O)CN(C)C(=O)c1ccc(OC2CCN(S(=O)(=O)N(C)C)CC2)cc1
→ 22.3%, -6.6%, -2.9%, i, -0.4, 2.4%, 0.6%, -0.2%, 0.7%
Cc1ccc(S(=O)(=O)c2ccc([N+](=O)[O-])o2)cc1
→ -16.4%, ?, 10µM*, i, -0.4, ?, ·, -99.8%, -81.6%[inhibitor]
CC1CCCN(C(=O)CSc2nnc(-c3ccc(S(=O)(=O)N4CCOCC4)cc3)n2C)C1 (stereo not given)
→ -7.3%, -9.9%, -2.0%, i, -2.2, -0.4%, -3.4%, 5.3%, -0.4%
Cc1cc(C)c2nc(N3CCCC(C(=O)N4CCN(c5ncccn5)CC4)C3)sc2c1 (stereo not given)
→ 8.6%, 2.3%, 3.6%, i, -3.4, -0.1%, 0.2%, -36.5%, 4.6%
O=c1[nH]c2cc3c(cc2cc1CN(Cc1ccco1)C(=S)NCC1CCCO1)OCCO3 (stereo not given)
→ -27.2%, -9.5%, 5.6%, i, -6.5, -1.5%, 2.8%, 5.6%, -8.7%
O=C(CSc1nnc(CN2CCCCC2)n1-c1ccccc1)c1ccc2c(c1)OCO2
→ 15.4%, -1.1%, ?, i, 0.1, 5.3%, -7.4%, -7.9%, -14.1%
Cc1ccc(C(=O)Nc2ccc(Br)cc2)cc1S(=O)(=O)NCc1ccccc1
→ ?, ?, 15.8µM*, ·, ·, -0.1%, ·, -54.3%, -0.8%
C=CCOc1c(Br)cc(/C=N/NC(N)=O)cc1OC
→ 2.6%, -2.2%, ?, i, -2.5, 4.7%, -2.9%, 6.4%, 4.3%
C/C(=C\c1ccccc1)CN1CCN(c2ccccc2)CC1
→ 0.7%, 0.9%, 0.6%, i, -3.5, -0.6%, 0.1%, -1.6%, -5.0%
Cc1nc(/C=[N+](\[O-])C(C)(C)/C=N/O)n(O)c1C
→ 7.2%, -2.3%, 15.5%, i, -2.3, -0.1%, -1.3%, -1.0%, -8.9%
C#CCNC(=O)C1=C[C@@H](c2coc3ccccc3c2=O)C[C@@H](OCc2ccc(CO)cc2)O1
→ -1.5%, 2.9%, ?, i, -3.1, 10.1%, ·, -10.6%, 3.5%

Values in the order: Nrf2 block, A549 viability, TGFb SMAD3 inh, pAkt inh, CCT modulator, Nrf2 activator, Mm-Cpn inhibitor, HepG2 tox, Abeta yeast res
CN1CCN(c2cc(N3CCc4ccccc4C3)c(F)cc2[N+](=O)[O-])CC1
→ 13.3%, -4.8%, ?, i, -0.2, 11.1%, -0.3%, 15.8µM*, -3.2%
Cc1ccc(S(=O)(=O)Nc2cccc(-c3ccc(N4CCCCCC4)nn3)c2)c(C)c1
→ 0.0%, -8.1%, -4.2%, i, -0.4, 7.4%, -7.8%, -2.6%, 8.8%
Nc1ccc2cc3[nH]c4cc(N)ccc4c3nc2c1
→ ?, ?, ?, i, 2.7, ?, ·, -22.9%, -3.7%
O=C(NCCc1ccccc1)c1ccc(Cn2c(SCc3cccc(F)c3)nc3cccnc32)cc1
→ ?, -4.7%, ?, ·, ·, 0.0%, -15.4%, -3.5%, 0.1%
COc1ccc(C2Nc3ccccc3C(=O)N2c2ccccc2)cc1Cn1cc([N+](=O)[O-])cn1 (stereo not given)
→ 15.1%, -10.1%, -3.4%, i, -1.7, 4.1%, 1.6%, 4.6%, -3.3%
COc1ccc(S(=O)(=O)NCC2CCCO2)cc1NC(=O)c1ccccc1F (stereo not given)
→ -14.9%, 4.3%, -18.3%, i, 0.6, 0.0%, -18.8%, -15.6%, -15.4%
COc1ccc(-c2cc(C(=O)OCC(=O)c3cccc([N+](=O)[O-])c3)c3cc(C)ccc3n2)cc1
→ ?, ?, -7.3%, i, -11.0, 0.3%, -0.1%, -11.0%, -9.4%
COc1ccc(OC)c(/C=N/NC(=O)CSc2cc(C)nc3c(OC)cccc23)c1
→ -9.7%, 2.9%, 4.6%, i, 0.7, 4.5%, -0.5%, 8.9%, -7.0%
Cc1ccc(C(=O)Nc2ccc(C(=O)O)cc2)cc1S(=O)(=O)N1CCC(C)CC1
→ ?, -8.1%, 6.6%, ·, ·, 0.1%, ·, 6.9%, -9.1%
Cc1cc(NC(=O)C(C)SCC(=O)Nc2cc(C(F)(F)F)ccc2N2CCOCC2)no1 (stereo not given)
→ -20.0%, -2.6%, -13.7%, i, 0.9, -0.1%, -0.6%, -4.4%, -5.4%
COc1cc(C(=O)N2CCN(Cc3ccc4c(c3)OCO4)CC2)c([N+](=O)[O-])cc1OC
→ ?, 9.0%, 11.7%, i, -0.9, 0.1%, 1.6%, -1.7%, 4.8%
O=S(=O)(NCc1csc(-c2ccccc2)n1)c1ccccc1
→ 6.7%, 1.6%, ·, ·, ·, 6.5%, ·, -9.2%, -14.0%
Cc1nn(C)cc1/C=N/NC(=O)Cn1nccc1C
→ 4.4%, 0.2%, 38.6%, i, -3.3, -0.6%, 0.5%, 28.0%, 13.5%
CCC/C=C1/CCCOC(C(=O)NCc2ccccn2)(C(F)(F)F)C1 (stereo not given)
→ 5.4%&-4.0%, 0.0%&-4.6%, 0.6%&-18.6%, i, -1.8, -0.9%, ·, -12.3%&4.8%, 6.4%

Assay outcomes deposited in PubChem by National Center for Advancing Translational Sciences (NCATS).
